APE1 inh = APE1 (human) endonuclease inhibition. Potency, µM (doses to about 65.8 µM), for the others: at the top dose activity change, negative = inhibition, most hits filed as inhibitors. recombinant APE1, TAMRA/BHQ-2 abasic DNA cleavage fluorescence. actives 0.35% (n = 350,000). P27695;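 further: plate controls were vehicle for no effect and reference inhibitor for full effect; nearly all actives have a fitted effect of over 55% in size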
Target sequence (P27695 whole entry, looked up): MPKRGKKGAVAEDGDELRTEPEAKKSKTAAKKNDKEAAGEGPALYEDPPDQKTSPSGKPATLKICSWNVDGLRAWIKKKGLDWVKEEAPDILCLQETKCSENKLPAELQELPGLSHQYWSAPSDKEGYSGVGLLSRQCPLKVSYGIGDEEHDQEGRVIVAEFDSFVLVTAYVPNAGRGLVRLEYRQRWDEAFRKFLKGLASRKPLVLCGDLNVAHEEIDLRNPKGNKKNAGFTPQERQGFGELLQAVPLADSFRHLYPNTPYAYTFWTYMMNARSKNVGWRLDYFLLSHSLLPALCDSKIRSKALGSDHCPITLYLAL
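Measures dequenching upon AP-site incision of a 5'-TAMRA/3'-BHQ-2 THF-containing duplex, 50 nM; human APE1 0.75 nM after 15 min room-temperature exposure to compound; kinetic three-point read at one-minute spacing.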
Pol iota inh = blocks human DNA polymerase iota activity; Pol iota fluorescent replication assay, 10 min; Q9UNA4; Potency, µM (highest dose often 115 µM), for the others: top-dose activity, negative = inhibition, actives largely listed as inhibitors; actives 1% (n = 390,000)
Target sequence (Q9UNA4 whole entry, looked up): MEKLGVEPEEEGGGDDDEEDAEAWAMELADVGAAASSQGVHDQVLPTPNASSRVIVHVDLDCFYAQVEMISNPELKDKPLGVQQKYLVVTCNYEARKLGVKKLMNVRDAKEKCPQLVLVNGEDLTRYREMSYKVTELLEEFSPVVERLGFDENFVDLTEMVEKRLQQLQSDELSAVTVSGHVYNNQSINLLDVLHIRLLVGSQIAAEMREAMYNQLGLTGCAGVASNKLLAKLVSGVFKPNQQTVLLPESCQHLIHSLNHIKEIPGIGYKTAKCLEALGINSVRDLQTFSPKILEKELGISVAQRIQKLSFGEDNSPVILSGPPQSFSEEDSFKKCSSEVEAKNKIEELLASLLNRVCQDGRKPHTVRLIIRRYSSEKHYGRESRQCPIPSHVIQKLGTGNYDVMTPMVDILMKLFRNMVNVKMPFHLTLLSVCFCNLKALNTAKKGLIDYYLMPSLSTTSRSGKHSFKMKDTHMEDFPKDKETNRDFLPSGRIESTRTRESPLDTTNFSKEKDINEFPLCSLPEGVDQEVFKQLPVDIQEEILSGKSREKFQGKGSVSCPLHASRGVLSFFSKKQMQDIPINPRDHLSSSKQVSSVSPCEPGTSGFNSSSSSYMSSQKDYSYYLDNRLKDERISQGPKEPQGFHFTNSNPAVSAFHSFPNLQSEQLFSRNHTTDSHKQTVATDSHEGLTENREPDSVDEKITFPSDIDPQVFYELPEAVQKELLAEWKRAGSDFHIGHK
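Pol iota at 10 nM preincubated 15 min with compounds at room temperature; reaction started with fluorescent substrate, 50 nM final. Fluorescence read kinetically at 0 and 10 min; buffer-only wells as negative control.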
Pol kappa inh = DNA polymerase kappa (human) inhibition; purified Pol kappa, fluorescent DNA synthesis assay, 10 min; Potency, µM (highest dose often 107 µM), inactives show at the top dose activity, negative = inhibition, actives largely listed as inhibitors; actives 0.53% (n = 400,000); further: on the % scale 0 is the no-effect control and ±100 the full control effect
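Kinetic fluorescence readout at 0 and 10 min followed reaction start with substrate at 50 nM final. Beforehand, enzyme (10 nM Pol kappa) stood 15 min with compound at room temperature; buffer-only wells were negative controls.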
JMJD2A Tudor = inhibitors of human JMJD2A Tudor domain | O75164 | AlphaScreen JMJD2A-Tudor / H3K4me3 peptide binding | Potency, µM (series often up to 114 µM), inactives show at the highest dose activity change, negative = inhibition, actives largely listed as inhibitors | actives 4.4% (n = 390,000); further: on the % scale 0 is the no-effect control and ±100 the full control effect; nearly all actives have a fitted effect of over 50% in size
BLM inh = blocks DNA unwinding by human BLM helicase; P54132; recombinant BLM DNA unwinding, fluorescence dequenching; Potency, µM (titrated, usually from 56.1 µM), for the others: top-dose activity change, negative = inhibition, most hits filed as inhibitors; actives 0.2% (n = 350,000); AID 2528;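 further: plate controls were vehicle for no effect and no enzyme for full effect; nearly all actives have a fitted effect of over 35% in size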
G9a block = G9a (human) methyltransferase inhibition; G9a H3K9 monomethylation, AlphaScreen, 2 h; Potency, µM (highest dose often 102 µM), inactives show at the highest dose activity, negative = inhibition, usual class: inhibitors; actives 8.8% (n = 350,000); further: on the % scale 0 is the no-effect control and ±100 the full control effect; nearly all actives have a fitted effect of over 75% in size
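G9a (20 nM) preincubated 15 min RT with compounds, then 500 nM biotinylated H3K9 peptide and 20 uM SAM added; 2 h RT reaction. Monomethyl-H3K9 product detected by AlphaScreen with anti-H3K9me1 antibody, streptavidin donor and anti-rabbit IgG acceptor beads.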
POLB inh = DNA polymerase beta (human) inhibition | Pol beta primer extension/strand displacement, fluorescence kinetic | Potency, µM (titrated, usually from 114 µM), for the others: top-dose activity change, negative = inhibition, most hits filed as inhibitors | actives 1.3% (n = 340,000); further: on the % scale 0 is the no-effect control and ±100 the full control effect
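Pol beta (10 nM) and compounds were preincubated 15 min at room temperature, then 50 nM substrate (final) started primer extension/strand displacement. Reads were taken at 0 and 10 min; concentration-response data were fitted to a four-parameter Hill equation.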
Pol eta inh = inhibitors of human DNA polymerase eta; Q9Y253; recombinant Pol eta, fluorescent DNA replication assay; Potency, µM (doses to about 114 µM), inactives show top-dose activity change, negative = inhibition, hits mostly inhibitors; actives 1.2% (n = 390,000); further: on the % scale 0 is the no-effect control and ±100 the full control effect
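Fluorescent replication assay: 50 nM final substrate added after a 15 min room-temperature compound preincubation with 10 nM enzyme. Signal taken at 0 min and again at 10 min.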
BAZ2B inh = blocks human BAZ2B. Q9UIF8. AlphaScreen BAZ2B-H3K14Ac peptide displacement. Potency, µM (top dose mostly 114 µM), for the others: at the highest dose activity change, negative = inhibition, hits mostly inhibitors. actives 4.4% (n = 360,000). AID 504333; further: on the % scale 0 is the no-effect control and ±100 the full control effect; nearly all actives have a fitted effect of over 60% in size
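Complex of BAZ2B and biotin-H3K14Ac (50 nM apiece) forms over 30 min at RT, then faces library compounds up to 110 uM for another 30 min; AlphaScreen beads added, 20 min dark incubation, luminescence read.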
Starred values were filed as active, the others as inactive; ? = inconclusive; . = not tested or not shown; & = joins results of further samples; [ ] = remark or other dose. The call rests on the fitted dose curve; in most records, active means well fitted curve in the direction sought with a large enough effect; inconclusive means small, poorly fitted or top-dose-only effect, or another doubt; inactive means no such curve, though single readings can be large; an effect the other way counts as inactive or inconclusive. Potency means the concentration at half of the fitted maximal effect.

cpd | smiles | APE1 inh | Pol iota inh | Pol kappa inh | JMJD2A Tudor | BLM inh | G9a block | POLB inh | Pol eta inh | BAZ2B inh
1 | CC(C)NC(=S)N1CCC(Cc2ccccc2)CC1 | 12% | 18% | 3% | -18% | -1% | 12% | 3% | -2% | -3%
2 | COc1ccc(S(=O)(=O)NC(C(C)C)C(C)C)cc1OC | 0% | 0% | -4% | -20% | 5% | -10%[59 µM] | -27% | -14% | 0%
3 | CS(=O)(=O)c1ccc2nc(NC(=O)CC3CCCC3)sc2c1 | -5% | 26% | -9% | -10% | -5% | ? | 6% | 8% | 2%
4 | CC(C)c1ccc(CCNC(=O)c2cccc(S(=O)(=O)N3CCN(C)CC3)c2)cc1 | -6% | 16% | -6% | -21% | -4% | 25% | -10% | -21% | -6%
5 | O=C(Cn1nnc(-c2ccc(Cl)cc2)n1)NCCC1=CCCCC1 | -3% | -27% | -7% | -11% | 1% | 0% | 1% | -6% | -3%
6 | Cc1nn(Cc2ccccc2)c(C)c1NC(=O)CCCn1nc(C)c([N+](=O)[O-])c1C | 6% | -16% | -12% | -15% | -1% | -46%[59 µM] | -10% | -22% | -4%
7 | CC(C)NC(=O)NC(=O)COC(=O)c1cccc(OC(F)F)c1 | 17% | -7% | 1% | 9% | -6% | -2% | 21% | -8% | 0%
8 | CCCCSCc1nc2ccccn2c1Br | 2% | -4% | 1% | -8% | -6% | 13µM* | 1% | -11% | -37%
9 | O=C(O)/C=C/C(=O)Nc1ccccc1C(=O)OCC(=O)c1ccc2c(c1)OCCO2 | -7% | 76%[activator] | 6% | -6% | 0% | -38% | -17% | -15% | .
10 | CCCN(CC1CC1)C(=O)COC(=O)c1oc2ccc(OCC)cc2c1C | -19% | 6% | 8% | 12% | . | 1%[12.7 µM] | . | -16% | 17%
11 | Cn1c(=O)c2c(nc(CN3CCOCC3)n2CC(O)CO)n(C)c1=O (configuration not stated) | 1% | 12% | -8% | -13% | -3% | -29%[12.7 µM] | 0% | -12% | 7%
12 | COCCN(C(=O)CCc1ccccc1OC)c1nnc(-c2cccnc2)s1 | -4% | 41% | -3% | -22% | -10% | -30% | ? | -19% | -21%
13 | OCCC1CN(Cc2nc(-c3ccccc3)cs2)CCN1C1CCCC1 (configuration not stated) | 15% | 9% | 9% | -4% | -9% | . | -14% | 0% | -5%
14 | CC(C)c1nc(NCCO)c(C#N)c2c1CCCC2 | 2% | -29% | -8% | -13% | 1% | . | 24% | 1% | -30%
15 | COc1ccc(NC(=O)CN2CCC(NC(=O)c3ccco3)CC2)c([N+](=O)[O-])c1 | 10% | 42%[activator] | -5% | -23% | -3% | 2% | -5% | -3% | -28%
16 | Cc1ccc2c(c1)S(=O)(=O)N(C)C(c1ccccc1)=C2 | . | 2% | -8% | 34% | . | . | . | -15% | .
17 | Cc1ccc(OCCCCCCN2CCNCC2)cc1 | . | 147%[activator] | -7% | -17% | . | . | . | -2% | .
18 | Cc1ccc2[nH]c3c(=O)n(CC(=O)N4CCN(C)CC4)ncc3c2c1 | -14% | ? | -12% | -14% | -6% | -2% | 0% | -12% | -7%
19 | O=c1c(-c2cccs2)nc2cnc(N3CCNCC3)nc2n1-c1ccccc1 | -4% | . | 3%[60.1 µM] | . | 0% | -10%[12.7 µM] | . | . | .
20 | COc1ccc(OC)c(-n2c(C)ccc2-c2ccc(S(C)(=O)=O)cc2)c1 | 8% | -3% | -7% | ? | -6% | ? | 6% | -17% | 45µM*
21 | Cc1ccc(N/N=C(\Cc2nc3ccccc3[nH]2)c2ccccc2)cc1 | 9% | 15% | -4% | ? | -4% | 7.1µM* | 17% | -10% | ?
22 | COc1ccc(/C=C/C(=O)ONC2=NCCCCC2)cc1OC | 0% | 171%[activator] | 0% | -14% | -2% | -12% | -2% | -14% | -13%
23 | COc1cccc(Cn2cnc3c2c(=O)n(C)c(=O)n3C)c1 | . | 38% | 2% | -7% | 1% | 28%[59 µM] | 4% | -5% | -2%
24 | O=C(Nc1ccn(Cc2ccccc2F)n1)c1ccc(COc2ccccc2Cl)cc1 | -3% | 14% | -5% | -10% | -10% | 5%[12.7 µM] | -21% | -24% | 2%
25 | Cc1cc(-c2csc(N)n2)c(C)n1Cc1ccccc1 | -2% | 151%[activator] | -3% | ? | -13% | 28µM* | 0% | -16% | ?

Reformatted: entries from further up
Every second line gives: APE1 inh	Pol iota inh	Pol kappa inh	JMJD2A Tudor	BLM inh	G9a block	POLB inh	Pol eta inh	BAZ2B inh
17. Cc1ccc(OCCCCCCN2CCNCC2)cc1
→ .	147%[activator]	-7%	-17%	.	.	.	-2%	.
18. Cc1ccc2[nH]c3c(=O)n(CC(=O)N4CCN(C)CC4)ncc3c2c1
→ -14%	?	-12%	-14%	-6%	-2%	0%	-12%	-7%
19. O=c1c(-c2cccs2)nc2cnc(N3CCNCC3)nc2n1-c1ccccc1
→ -4%	.	3%[60.1 µM]	.	0%	-10%[12.7 µM]	.	.	.
20. COc1ccc(OC)c(-n2c(C)ccc2-c2ccc(S(C)(=O)=O)cc2)c1
→ 8%	-3%	-7%	?	-6%	?	6%	-17%	45µM*
21. Cc1ccc(N/N=C(\Cc2nc3ccccc3[nH]2)c2ccccc2)cc1
→ 9%	15%	-4%	?	-4%	7.1µM*	17%	-10%	?
22. COc1ccc(/C=C/C(=O)ONC2=NCCCCC2)cc1OC
→ 0%	171%[activator]	0%	-14%	-2%	-12%	-2%	-14%	-13%
23. COc1cccc(Cn2cnc3c2c(=O)n(C)c(=O)n3C)c1
→ .	38%	2%	-7%	1%	28%[59 µM]	4%	-5%	-2%
24. O=C(Nc1ccn(Cc2ccccc2F)n1)c1ccc(COc2ccccc2Cl)cc1
→ -3%	14%	-5%	-10%	-10%	5%[12.7 µM]	-21%	-24%	2%
25. Cc1cc(-c2csc(N)n2)c(C)n1Cc1ccccc1
→ -2%	151%[activator]	-3%	?	-13%	28µM*	0%	-16%	?

Next records follow:
cpd | smiles | APE1 inh | Pol iota inh | Pol kappa inh | JMJD2A Tudor | BLM inh | G9a block | POLB inh | Pol eta inh | BAZ2B inh
26 | COc1cccc(CCNC(=O)CCc2nnc(Cc3cc(OC)ccc3OC)o2)c1 | 10% | 21% | 6% | 2% | -1% | . | 28% | -19% | 4%
27 | Nc1c(Cl)ncnc1N1CCCC1 | -5% | -10% | 3% | -10% | -1% | 3% | -17% | -12% | -2%
28 | COc1ccccc1CNC(=O)CN(C)S(=O)(=O)c1cccc2cccnc12 | -5% | 13% | 0% | -4% | 0% | 27% | -24% | -8% | 1%
29 | Nc1nonc1-c1nc2ccccc2n1Cc1ccc(F)cc1Cl | -10% | ? | -11% | -5% | -2% | 9%[59 µM] | 1% | -9% | -23%
30 | O=C1CS(=O)(=O)C2(C(=O)N(Cc3ccccc3)c3ccccc32)N1c1ccc(F)c(Cl)c1 (configuration not stated) | . | 19% | -5% | -15% | -5% | ? | 0% | -22% | -2%[57.1 µM]
31 | Cc1noc(NS(=O)(=O)c2ccc(NC(=O)CCC3CCCC3)cc2)c1C | 0% | -9% | 0% | -1% | -3% | -41%[59 µM] | 0% | -8% | -37%
32 | Nc1nc(SC23CC4CC(CC(C4)C2)C3)ns1 | 9% | -19% | 1% | -12% | -4% | 7%[59 µM] | 10% | -6% | 1%
33 | Cc1ccc(C(=O)O)cc1NC(=O)c1nsc2ccccc12 | . | ? | -31% | -25% | -3% | ? | 79µM* | . | -12%
34 | COCCCNC(=O)CSc1c2c(nc3ccc(Cl)cc13)CCCC2 | 5% | ? | -8%&-7% | -1%&-11% | -7%&-3% | -3%&-4%[59 µM] | -1% | -16%&-3% | -16%
35 | CCCCP(=O)(CCCC)c1ccccc1C(=O)O | -4% | -4% | -13% | -9% | 5% | -1% | 1% | 0% | 6%
36 | CC(C)(C)c1ccc(/C=C/C(=O)NC2=NCCS2)cc1 | ? | -10% | -6% | -13% | -3% | . | 5% | -12% | 7%
37 | Cc1noc(C)c1COc1cccc(C(=O)Nc2ccc(Br)cc2F)c1 | 18% | -4% | -21% | 8% | . | . | . | -24% | .
38 | NNC(=O)c1ccc(COc2ccc3c(c2)CCC3)cc1 | 0% | -3% | -4% | -15% | -3% | 28%[59 µM] | 0% | -17% | -29%
39 | CCc1ccc(N2CC(C(=O)OCC(=O)Nc3ccc(C(C)=O)cc3)CC2=O)cc1 (configuration not stated) | -2% | 16% | -9% | ? | . | -23%[59 µM] | . | -25% | 8%
40 | CCC(=O)c1cc2c(cc1NC(=O)c1ccc(C)cc1)OCCO2 | 1% | ? | 4% | -4% | -8% | -6%[59 µM] | -11% | 0% | 3%
41 | Cc1nc2n(COCCO)cnn2c(=O)c1Br | -5% | 10% | 1% | -8% | 0% | -2% | 5% | -8% | -2%
42 | COc1ccc(NC(=O)c2nc[nH]c2C(=O)N2CCN(c3ccccc3)CC2)cc1 | 1% | -12% | 5% | -13% | -6% | -10%[12.7 µM] | 7% | -10% | -12%
43 | O=C(c1ccc(Cl)cc1[N+](=O)[O-])N1CCN(c2ccccn2)CC1 | 5% | 26% | 10% | -17% | 0% | 12% | -3% | -15% | -21%
44 | Cc1ccsc1C(=O)OCc1nc2ccsc2c(=O)[nH]1 | -4% | 22% | -3% | -17% | . | 0% | . | -2% | -6%
45 | COc1ccc2c(CC(=O)OCC(=O)Nc3ccc(S(N)(=O)=O)cc3)coc2c1 | -9% | -15% | -23% | -32% | -3% | 11%[12.7 µM] | -27% | -11% | -10%
46 | CC(=O)n1nc(-c2ccc(C)cc2)nc1NCc1ccco1 | 0% | 54%[activator] | 1% | 6% | -3% | -28% | 25% | -18% | 8%
47 | COc1ccc(OCc2cc(C(=O)NC3CCOCC3)no2)c2ccccc12 | 32%[activator] | ? | 3% | -13% | -13% | ? | 34% | -20% | -17%
48 | COc1ccccc1N(C)S(=O)(=O)c1ccc(C(=O)OCC(=O)N2CCC2)cc1 | 3% | 7% | 10% | -1% | 2% | -30% | 2% | -17% | -30%
49 | Cc1ccc(C(=O)CSc2nc3ccccc3c(=O)[nH]2)cc1C | 2% | 5% | -12% | -7% | 0% | . | 3% | -10% | 1%

Screening results (PubChem BioAssay)

An excerpt; count on the stated rates, not on these rows.
